influenza NS1A – NS1A inhibition, H1N1 influenza, cell based functional assay (AID 504329); NS1A functional cell-based assay, percent inhibition; higher % means a stronger effect; one-dose inhibition, % at 12.5 µM; IC50 in µM for titrated hits; actives 0.3% (n = 340,000); in the data active = a potency from the dose series; inconclusive = inhibition above about 27% without an active follow-up result; note: strong numbers were not always called active
VEEV TC-83 Vero – inhibitors of VEEV TC-83 cytopathic effect, confirmation, Vero cells (AID 588727). Vero cells, VEEV TC-83 cytopathic effect inhibition; higher % means a stronger effect. actives 0.13% (n = 350,000). inhibition, % at 20 µM; hits with a dose series show IC50 in µM; in the data active = a potency from the dose series; inconclusive = inhibition mostly from about 14% at the one dose, without a potency; inactive = the rest, 99 in 100 with inhibition below about 12%; note: strong numbers were not always called active
PhoP GFP inhibition – Inhibition of PhoP regulon, Salmonella typhi GFP reporter cells, confirmation, 4 h (AID 1850) | Salmonella Typhi PhoP-promoter GFP reporter, fluorescence, 4 h; higher % means a stronger effect | inhibition, % at 50 µM, or IC50 in µM where a hit was titrated | actives 0.33% (n = 310,000); in the data active = a potency from the dose series; inconclusive = inhibition mostly from about 25% at the one dose, without a potency; inactive = the rest, 99 in 100 with inhibition below about 19%;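 note: 0% = induced wells with vehicle and 100% = uninduced wells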
H37Rv inhibition – M. tuberculosis growth inhibition, HTS (AID 449762); M. tuberculosis H37Rv growth inhibition, 7H9 media; higher % means a stronger effect; actives 0.59% (n = 330,000); inhibition, % at 25 µM; hits with a dose series show IC50 in µM; in the data active = a potency from the dose series; inconclusive = inhibition above about 70% without an active follow-up result;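 note: bacterial growth assessed after seven days of incubation; strong numbers were not always called active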
tuberculosis growth – growth inhibition of non-replicating M. tuberculosis (AID 488890). Mycobacterium tuberculosis non-replicating, growth inhibition; higher % means a stronger effect. inhibition, % at 25 µM; hits with a dose series show IC50 in µM. actives 0.39% (n = 320,000); in the data active = a potency from the dose series; inconclusive = inhibition mostly from about 82% at the one dose, without a potency; inactive = the rest, 99 in 100 with inhibition below about 76%;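 note: plate controls were DMSO cells for no effect and high antibiotic wells for full effect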
VEEV TC-83 Vero 10K pilot screen – recorded beside VEEV TC-83 Vero, whose call it bears; inhibition, %; measured here: 10K pilot screen inhibition
* hit, by the source's call; i = inactive; ? = inconclusive; nt = no result given.

SMILES | influenza NS1A | VEEV TC-83 Vero | PhoP GFP inhibition | H37Rv inhibition | tuberculosis growth | others
C/C(=N\NC(=O)COc1cccc2ccccc12)c1cccs1 | 7% | 10% | 6% | 3% | 24%
CC(=O)c1cccc(NC(=O)C2CC(=O)N(CCc3ccccc3)C2)c1 (stereo not given) | -13% | 1.5% | -2% | 0% | -4%
C1CCN(Cc2nnnn2C2CCCC2)CC1 | -2% | 7.6% | -6% | 0% | 2%
CCOCCSc1nc2c(c(-c3cccs3)c1C#N)CC/C2=C/c1cccs1 | -12% | 6.7% | 0% | 10% | 32%
Cc1ccc2c(c1)c1c(n2CC(O)Cn2nc(C)c(Br)c2C)CCCC1 (stereo not given) | -1% | i | -6% | 11% | 21%
COC(=O)c1ccc(NC(C)C(=O)OC)c([N+](=O)[O-])c1 (stereo not given) | 8% | 0.7% | -2% | -2% | 42%
CCOC(=O)C1=NOC(CNc2ncc(C(F)(F)F)cc2Cl)C1 (stereo not given) | 7% | 0.8% | -3% | 7µM* | ?
CCNC(=O)NC(=O)COC(=O)C1CSC2(C)CCC(=O)N12 (stereo not given) | 9% | i | -8% | 0% | 42%
CC(=O)c1cccc(NC(=O)N2CCCC2C(=O)Nc2ccc3c(c2)OCCO3)c1 (stereo not given) | 5% | 0.6% | -1% | 3% | 1%
Cc1cc(C)cc(NS(=O)(=O)c2c(C)[nH]c(=O)[nH]c2=O)c1 | -9% | i | 6% | -5% | 7%
NC(=O)c1ccsc1NC(=O)CSc1n[nH]c(N)n1 | nt | nt | nt | -4% | -6%
O=C(N/N=C\c1ccc(-c2ccccc2[N+](=O)[O-])o1)C1COc2ccccc2O1 (stereo not given) | -7% | 3.1% | 6% | -4% | 45%
CCOC(=O)C1CCN(S(=O)(=O)c2cnc[nH]2)CC1 | 2% | 0.3% | -1% | -3% | -15%
Cc1cccc(NC(=O)CS(=O)CC(=O)Nc2cnc3ccccc3c2)c1C (stereo not given) | 4% | 1.9% | -11% | 16% | 24%
Nc1c(NCCCN2CCOCC2)c2ccccc2oc1=O | 11% | 3.0% | -14% | -4% | -4%
CCCN(CCC)CCCNC(=O)C(NS(=O)(=O)c1ccc2c(c1)CCC(=O)N2)c1ccccc1 (stereo not given) | -6% | 1.2% | 3% | -1% | -1%
Cc1nc2ccccc2c2c1C(=O)N(C1CCCCCCC1)C2=O | 10% | 1.5% | 6% | -10% | -11%
Cn1c(=O)n(C)c2cc(CNc3ccc(N4CCOCC4)c(C(=O)O)c3)ccc21 | -2% | 3.1% | nt | nt | nt
O=C(/C=C1\NCC2c3ccccc3CCN2C1=O)c1ccccc1 (stereo not given) | 2% | 7.8% | -11% | -5% | -6%
COc1ccc(C2CN=NC2C(=O)c2ccccc2)cc1 (stereo not given) | 1% | 1.0% | nt | nt | nt
CCCCOC(=O)CSc1n[nH]c(=O)[nH]c1=O | -8% | 2.3% | 16% | -19% | -11%
Cc1ccccc1S(=O)(=O)Cc1ccc(C(=O)NC2CCCCC2)o1 | 3% | 0.7% | -6% | -4% | 7%
CNC(=O)/C(C#N)=C/c1ccc(-c2ccc(Cl)cc2)o1 | -3% | ? | -10% | ? | ?
N#Cc1ccc(/C=C(\C(=O)C(=O)O)c2ccc3ccccc3n2)cc1 | -8% | 0.7% | 1% | 3% | -5%
Cc1cccc(NC(=O)CSc2nnc(-c3cnccn3)n2Cc2ccco2)c1 | -1% | i | -10% | 4% | 18%
CSc1nc(N)c(C#N)c(-c2ccc(Cl)cc2)c1C#N | -7% | 6.8% | -14% | 13% | 18%
Cn1nnc(NC(=O)c2ccc(Br)o2)n1 | -1% | 1.2% | -3% | -1% | -6%
CCOC(=O)C(C(=O)N(C)C)c1ncc(C(F)(F)F)cc1Cl (stereo not given) | -10% | 0.6% | 7% | -24% | -6%
NC(=O)C1=C[C@H](c2csc3ccccc23)C[C@H](OCCCCO)O1 | 10% | 0.3% | -4% | 2% | 10%
CCOc1ccccc1NC(=S)NCc1ccco1 | 0% | i | -4% | -4% | 19%

3 compounds already listed, sorted by molecular weight, largest number first.
SMILES | influenza NS1A | VEEV TC-83 Vero | PhoP GFP inhibition | H37Rv inhibition | tuberculosis growth | others
Cn1c(=O)n(C)c2cc(CNc3ccc(N4CCOCC4)c(C(=O)O)c3)ccc21 | -2% | 3.1% | nt | nt | nt
CNC(=O)/C(C#N)=C/c1ccc(-c2ccc(Cl)cc2)o1 | -3% | ? | -10% | ? | ?
COc1ccc(C2CN=NC2C(=O)c2ccccc2)cc1 (stereo not given) | 1% | 1.0% | nt | nt | nt

Further compounds
SMILES | influenza NS1A | VEEV TC-83 Vero | PhoP GFP inhibition | H37Rv inhibition | tuberculosis growth | others
Cc1cc(NC(=O)CSc2nc3sc(C)c(C)c3c(=O)n2C2CCCC2)no1 | -6% | 0.3% | -10% | 3% | -15%
Cc1noc(C)c1NC(=O)Nc1ccc2c(c1)C(=O)N([C@H](C)CO)C[C@H](C)[C@@H](CN(C)S(C)(=O)=O)O2 | 7% | 1.1% | nt | 0% | 0%
O=C(OCCN1CCCCC1)c1ccccc1Br | 19% | i | -8% | -1% | -14%
O=C(CCn1nnc2ccccc21)N1CCC(O)(c2cccc(F)c2)CC1 | 17% | 2.1% | 10% | -3% | 6%
O=C(Cc1cccs1)Nc1ccc(F)cc1 | -10% | i | -5% | 2% | 4%
Cc1ccc(S(=O)(=O)N2CCOCC2)cc1C(=O)Nc1ccccn1 | -3% | 1.7% | 3% | -1% | -1%
O=C(Cn1c(C(=O)NCc2ccco2)cc2sccc21)c1ccccc1 | 23% | i | -9% | 1% | 21%
CCC1(C)Cc2c(sc3nc(NC)n(C)c(=O)c23)CO1 (stereo not given) | -7% | 1.4% | 1% | 0% | 4% | VEEV TC-83 Vero 10K pilot screen=1.5
O=C(/C=C/c1ccc(Cl)cc1)N(Cc1ccccc1)c1ccccn1 | -56% | 1.3% | -10% | 12% | 67%
Cc1ccc(NC(=O)CN2CCN(C)CC2)cc1Br | -6% | 0.6% | nt | nt | nt
COC(=O)c1[nH]c2ccccc2c1NC(=O)/C=C/c1ccc2c(c1)OCO2 | -5% | 1.3% | 4% | -1% | -10%
Cc1cccc(NC(=O)CC2(CC(=O)O)CCCC2)c1 | -5% | i | 1% | 6% | -1%
Cc1ccc(-c2csc3ncnc(NCCC(=O)O)c23)cc1 | -3% | i | 8% | 11% | 7%
C=CCn1c(SCC(=O)Nc2ccc3c(c2)OCO3)nnc1-c1ccccc1O | 11% | 4.2% | -13% | -12% | 54%
CC1=C(C(=O)OCc2ccccc2)C(c2ccccc2OS(=O)(=O)c2ccc([N+](=O)[O-])cc2)NC(=O)N1CCCC(=O)O (stereo not given) | 14% | 6.7% | -11% | 8% | 21%
CCOc1ccc(N(C)S(=O)(=O)c2cc(-c3cc(C)no3)ccc2CC)cc1 | 7% | 8.0% | 2% | 9% | 19%
C=CS(=O)(=O)c1c2cc(OC)ccc2nc2ccc(OC)cc12 | -14% | 8.1% | nt | nt | nt
CCN1CCN(c2ccc(S(=O)(=O)N3CCOCC3)cc2NC(=O)c2ccccc2OC(F)F)CC1 | -6% | 2.6% | 0% | -1% | 6%
CCOC(=O)N1CCN(C(=O)c2oc3ccc(S(=O)(=O)N4CC(C)CC(C)C4)cc3c2C)CC1 (stereo not given) | 2% | 5.2% | -4% | 11% | 33%
CN1CCc2c(sc(NC(=O)c3cc(Cl)sc3Cl)c2C(N)=O)C1 | nt | nt | 2% | -5% | 64%
CCN(CC)c1ccc(S(=O)(=O)N2CCOCC2)cc1NC(=O)COC(=O)c1cccnc1SC | -2% | 3.8% | 12% | -7% | -10%
CC(C)(C)OC(=O)N1CCC(c2c(C(=O)N3CCN(C4CCCCC4)CC3)cnn2-c2ccc(F)cc2)CC1 | -4% | 3.0% | 12% | 0% | 5%
CNC(=O)CS(=O)(=O)CC(=O)Nc1cc(OC(C)C)c(Cl)cc1Cl | 6% | i | 13% | -6% | -6%
CC(=O)N1CCN(CCN=Cc2c(O)n(-c3ccc(C)cc3)c(=S)[nH]c2=O)CC1 | -8% | 0.1% | -4% | 0% | -18%
COc1ccccc1OC(C)c1nnc(SCC(=O)Nc2c(C)n(C)n(-c3ccccc3)c2=O)n1-c1ccccc1 (stereo not given) | 8% | 0.8% | 10% | -7% | 11%
CCN(CC)S(=O)(=O)c1cccc(NC(=O)CSc2nc3ccccc3[nH]2)c1 | -5% | 4.7% | -5% | -7% | 35%
COc1ccc(NC(=O)N/C=C/c2ccco2)cc1 | 0% | 1.4% | 12% | 4% | 2%
CC(C)(C)c1ccc(NC(=O)Cn2cnc3cc([N+](=O)[O-])ccc3c2=O)cc1 | nt | 1.8% | -6% | 61% | -8%
COc1ccc(-n2ncc3c(N(C)C4CCCCC4)ncnc32)cc1 | 0% | 5.5% | -14% | ? | nt
CS(=O)(=O)N(CC(=O)N1CCOCC1)Cc1ccc(Cl)cc1 | -2% | 0.3% | -6% | 4% | 16%
CN1CCN(S(=O)(=O)c2cc(Cl)c(Cl)cc2Cl)CC1 | 2% | 0.1% | -5% | 2% | 4%
CCOC(=O)Nc1ccc2c(c1)N(C(=O)CCN(C)C)c1ccccc1CC2 | -10% | 0.1% | 0% | 3% | -2%
Cc1ccc2nc3n(c2c1)CCCN3 | 2% | i | 22% | -2% | -5%
c1ccc2[nH]c3cc4ncnc4cc3nc2c1 | 9% | 3.8% | -35% | 59% | 43%
CCC1CN2CCc3cc(OC)c(OC)cc3C2CC1CC1c2cc(OC)c(OC)cc2CCN1C(=O)C(Cc1c[nH]c2ccccc12)NC(=O)OC(C)(C)C (stereo not given) | -2% | 0.6% | nt | nt | nt
O=S(=O)(c1cccs1)n1cnc2ccccc21 | 5% | 2.0% | -7% | -10% | -19%
Cc1cccc(CNC(=O)c2ccccc2NC(=O)C2=CSCCO2)c1 | 3% | 1.3% | -4% | 4% | 17%
Cc1ccc(NC(=O)NC(=O)CSc2nnnn2C)c(C)c1 | 0% | i | -5% | -1% | -5% | VEEV TC-83 Vero 10K pilot screen=0.9
COC(=O)CC1C(=O)NCCN1C(=O)CSc1nc2ccccc2c(=O)n1CC(C)C (stereo not given) | -6% | 1.4% | 0% | 1% | -2%
O=C(NCc1ccccc1)C1=C[C@@H](C2CC2)C[C@@H](OCCCCO)O1 | 5% | 0.2% | 5% | -4% | 6%
CCC(=O)OC1CCC2C3CCC4CC(=O)C=CC4(C)C3CCC12C (stereo not given) | -1% | 82% | nt | nt | nt
CC1CCCCN1CC(=O)NC(=O)NCc1ccccc1 (stereo not given) | -3% | 0.6% | -2% | -4% | -20%
Nc1ccccc1C(=O)NCCN1CCNC1=O | -1% | 1.1% | -18% | -6% | -3%

5 consecutive entries from above:
SMILES | influenza NS1A | VEEV TC-83 Vero | PhoP GFP inhibition | H37Rv inhibition | tuberculosis growth | others
COC(=O)CC1C(=O)NCCN1C(=O)CSc1nc2ccccc2c(=O)n1CC(C)C (stereo not given) | -6% | 1.4% | 0% | 1% | -2%
O=C(NCc1ccccc1)C1=C[C@@H](C2CC2)C[C@@H](OCCCCO)O1 | 5% | 0.2% | 5% | -4% | 6%
CCC(=O)OC1CCC2C3CCC4CC(=O)C=CC4(C)C3CCC12C (stereo not given) | -1% | 82% | nt | nt | nt
CC1CCCCN1CC(=O)NC(=O)NCc1ccccc1 (stereo not given) | -3% | 0.6% | -2% | -4% | -20%
Nc1ccccc1C(=O)NCCN1CCNC1=O | -1% | 1.1% | -18% | -6% | -3%

Bioassay records: PubChem, Southern Research Specialized Biocontainment Screening Center
